Source: PubChem BioAssay
G6PDH CS: L. mesenteroides G6PDH inhibitors, counter-screen for G6PDH-coupled screening assays, biochemical, Leuconostoc mesenteroides enzyme; Purified L. mesenteroides G6PDH, diaphorase/resazurin coupled fluorescence, 45 min; inhibition, % at 5 µM; 200,000 compounds, 0.12% hits; AID 1020, 2008
Lmaj promast: Leishmania major promastigote growth inhibition, primary screen | Leishmania major promastigotes, resazurin fluorescence viability | inhibition, % at 10 µM | 200,000 compounds, 9% hits;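 note: promastigotes grown with compound for 44 hours at 28 °C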
S1P3 antagonist: S1P3 receptor antagonists, primary screen, cell-based; Sphingosine 1-phosphate receptor 3 (Homo sapiens), Q99500; CHO S1P3 NFAT-BLA reporter, FRET fluorescence, antagonist mode; inhibition, % at 4.98 µM; 170,000 compounds, 0.27% hits;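 active = inhibition above the plate cutoff, the mean inhibition of test wells on that plate plus 3 SD, cut at about 28% in these data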;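 note: cells challenged with S1P at its EC80 of 0.8 µM; blue over green emission ratio from cleaved BLA substrate after 4 h stimulation; 0% = S1P-stimulated wells and 100% = unstimulated DMSO-only wells; some compounds past the cut are filed as inactive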
PMI activator: activators of human PMI, primary screen, biochemical, fluorescence intensity, near-Km mannose 6-phosphate. Mannose-6-phosphate isomerase (Homo sapiens), P34949. purified human PMI, coupled resazurin fluorescence, 20 min; hits give high values; 1 = vehicle control, 0 substrate-free wells. activation factor at 20 µM. 190,000 compounds, 0.005% hits;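 active = activation factor of 2 or more at 20 µM, relative to plate controls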
Redox H2O2 prof: compounds producing H2O2 with reducing agent – biochemical, NIH compound library profiling, artefact control for MLSCN library redox annotation, primary screen; DTT-dependent redox cycling H2O2, phenol red/HRP absorbance; 100% = 100 µM peroxide control, 0% = buffer; activation, % at 10 µM; 200,000 compounds, 0.03% hits;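 active = activation of at least 50% relative to the plate's high and low controls in the primary single-dose screen; inactive = activation below 50%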;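 note: compound incubated with DTT at 0.8 mM final as the reducing agent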
RAM network inh: inhibitors of the yeast RAM network, primary screen, dse1pr::URA3 reporter, 5-FOA selection | S. cerevisiae dse1pr::URA3 reporter, 5-FOA growth OD615, 2 d; analog-sensitive cbk1-as2 kinase mutant strain | inhibition, % at 50 µM | 190,000 compounds, 1.8% hits | AID 868, 2007;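 active = inhibition above a set limit, 3 SD over mean compound inhibition, cut at about 8.4% in these data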;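 note: 0% = DMSO-only wells with no growth and 100% = 10 µM 1-NA-PP1 full growth; inhibition rescues growth on 5-FOA so higher OD means more RAM inhibition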
PMI act satM6P: human PMI activators, high substrate, primary screen, biochemical, fluorescence intensity, near-saturating mannose 6-phosphate; coupled PMI enzyme assay, resazurin fluorescence, 20 min; hits give high values; 1 = untreated enzyme, 0 = substrate-free blank; activation factor at 20 µM; 190,000 compounds, 0.34% hits; AID 1216, 2008;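 active = activation factor of 2 or more at 20 µM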
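Material: human phosphomannose isomerase with PGI, G6PDH, diaphorase coupling enzymes. Quantity: 15 ng/mL PMI. Medium: HEPES pH 7.4 buffer with MgCl2 and Tween-20. Reagent: Near-saturating mannose-6-phosphate, 1.0 mM. Compound: 20 µM single dose. Times: enzyme reaction with compound 20 min at room temperature. Detection: resorufin fluorescence at Ex 544/Em 590 nm.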
Diaph act CS: compounds boosting diaphorase resazurin reduction – biochemical, uHTS, resorufin fluorescence, counter-screen for diaphorase-coupled primary assays, primary screen; Diaphorase/resazurin coupled assay, 16 min; hits give high values; 1 = vehicle wells, 0 = NADH-free wells; activation factor at 20 µM; 190,000 compounds, 0.005% hits; AID 1229, 2008;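 active = diaphorase activity raised at least twofold by the compound at 20 µM; inactive = activation factor below 2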
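Measured by – red resorufin fluorescence at 544/590 nm excitation/emission · Test system – Clostridium kluyveri diaphorase, purified enzyme · Incubation – reaction time 16 min, room temperature · Buffer or medium – 50 mM HEPES pH 7.4 with 4.542 mM MgCl2, 0.005% Tween 20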
Diaph inh CS: diaphorase inhibitors and chemical oxidizers, primary screen, counter-screen for diaphorase-coupled primary assays, biochemical, uHTS, resorufin fluorescence | AID 1217, 2008 | diaphorase resazurin-to-resorufin fluorescence, NADH, 16 min; bacterial (C. kluyveri) enzyme, not human | 190,000 compounds, 0.69% hits | inhibition, % at 20 µM;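 active = primary screen inhibition at 20 µM above a set limit, cut at about 50% in these data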;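 note: plate controls were DMSO with full reaction for no effect and wells lacking NADH for full effect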
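Assay system: diaphorase enzyme from Clostridium kluyveri; Input: enzyme working solution with 0.14 U/mL diaphorase; Timing: 16 min at room temperature; Technique: resorufin fluorescence, excitation 544 nm, emission 590 nm; Benchmarks: positive control minus NADH, DMSO neutral control.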
Hsp70 act: Hsp70 transcriptional activators, primary screen, cell-based, HeLa, Hsp70 promoter luciferase, luminescence, 10 µM; HeLa Hsp70 promoter luciferase reporter; scaled: vehicle 0, proteasome-inhibitor control 100%; activation, % at 10 µM; 200,000 compounds, 0.04% hits; AID 1203, 2008;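 active = activation above the mean across all tested compounds plus 3 SD, cutoff set per campaign, cut at about 5.5% in these data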;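 note: 100% = MG132 at 30 µM as the positive control and 0% = DMSO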
TLR4-MyD88 BLA: inhibitors of TLR4-MyD88 association in cells, primary screen, cell-based, HeLa CL3-4, BLA complementation, FRET ratio; Toll-like receptor 4 (Homo sapiens) + Myeloid differentiation primary response protein …; HeLa CL3-4 TLR4/MyD88 BLA complementation; inhibition, % at 8.4 µM; 200,000 compounds, 0.18% hits; in the data active = inhibition above about 25%;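 note: 0% = vehicle and 100% = reference inhibitor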
Target sequence (O00206 whole entry, looked up): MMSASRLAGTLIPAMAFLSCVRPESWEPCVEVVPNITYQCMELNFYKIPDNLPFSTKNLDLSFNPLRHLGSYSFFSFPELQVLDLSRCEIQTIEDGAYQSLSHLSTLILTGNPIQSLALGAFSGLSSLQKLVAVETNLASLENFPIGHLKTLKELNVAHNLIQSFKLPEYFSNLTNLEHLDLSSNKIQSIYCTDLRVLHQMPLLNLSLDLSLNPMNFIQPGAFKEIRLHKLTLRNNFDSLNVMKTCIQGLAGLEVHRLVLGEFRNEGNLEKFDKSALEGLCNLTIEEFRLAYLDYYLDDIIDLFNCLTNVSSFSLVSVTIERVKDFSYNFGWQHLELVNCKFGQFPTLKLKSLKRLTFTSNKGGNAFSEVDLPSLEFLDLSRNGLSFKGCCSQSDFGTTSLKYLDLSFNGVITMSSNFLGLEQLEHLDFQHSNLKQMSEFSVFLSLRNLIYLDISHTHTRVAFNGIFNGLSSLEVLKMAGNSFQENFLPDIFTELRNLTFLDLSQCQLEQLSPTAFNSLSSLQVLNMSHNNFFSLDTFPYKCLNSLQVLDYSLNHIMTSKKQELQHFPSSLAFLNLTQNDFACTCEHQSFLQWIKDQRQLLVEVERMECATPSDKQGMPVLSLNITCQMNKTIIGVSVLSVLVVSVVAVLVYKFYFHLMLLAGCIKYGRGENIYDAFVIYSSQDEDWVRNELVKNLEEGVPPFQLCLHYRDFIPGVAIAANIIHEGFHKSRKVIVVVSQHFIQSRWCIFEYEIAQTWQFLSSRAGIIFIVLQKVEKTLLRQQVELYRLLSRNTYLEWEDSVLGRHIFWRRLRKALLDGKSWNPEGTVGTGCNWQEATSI
Target sequence (Q99836 whole entry, looked up): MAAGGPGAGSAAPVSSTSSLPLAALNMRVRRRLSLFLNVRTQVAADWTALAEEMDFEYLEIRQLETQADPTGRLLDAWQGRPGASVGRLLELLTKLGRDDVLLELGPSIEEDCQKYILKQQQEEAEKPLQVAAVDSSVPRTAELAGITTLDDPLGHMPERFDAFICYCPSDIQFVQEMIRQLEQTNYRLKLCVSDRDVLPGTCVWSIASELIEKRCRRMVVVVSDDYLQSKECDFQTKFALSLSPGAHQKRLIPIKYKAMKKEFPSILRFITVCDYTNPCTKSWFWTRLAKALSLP
Starred values were filed as active, the others as inactive; / = not tested or not shown. Cut-off read from the data, not from the text of the source, unless noted: active = inhibition above about 50%; inactive = the rest.

structure	G6PDH CS	Lmaj promast	S1P3 antagonist	PMI activator	Redox H2O2 prof	RAM network inh	PMI act satM6P	Diaph act CS	Diaph inh CS	Hsp70 act	TLR4-MyD88 BLA
COc1cc(/C(C)=N\NC(N)=S)cc(OC)c1OC	-4	-8	10	1	-0.2	2.5	1	0.9	7	-0.3	-2
COCCNC(=O)c1cccc(NS(=O)(=O)c2cccc3cccnc23)c1	1	-6	4	1	-0.3	0.7	1	0.9	14	-0.2	-13
COc1ccccc1CNc1cc(C)ccc1C	2	5	/	0.8	-0.4	0.3	0.9	0.8	21	-0.3	16
O=C(CN1CCN(c2ccccn2)CC1)Nc1ccc(Oc2ccccc2)cc1	10	90*	-51	0.9	0.1	0.4	0.9	0.8	17	-0.5	-4
COC(=O)c1ccccc1NC(=O)c1cccs1	6	7	3	0.9	0.5	4.0	0.9	1	-2	-0.3	3
CC1=C(C(=O)N2CCOCC2)C(c2cccc3ccccc23)NC(=S)N1 (stereo not drawn)	15	-8	-10	1	0.3	1.5	1.1	0.9	8	-0.1	-15
O=C(O)CCC(=O)N1N=C(c2cccs2)CC1c1cn(-c2ccccc2)nc1-c1ccccc1 (stereo not drawn)	7	-2	/	0.9	-17	1.7	1	0.8	20	-0.3	2
CC1(C)N=C(c2ccc(Cl)cc2)C(=O)N1	2	-7	-4	0.9	1.5	1.2	1	0.9	7	-0.1	-3
COc1cccc(/C(O)=C2/C(=O)C(=O)N(CCN3CCOCC3)C2c2cccs2)c1 (stereo not drawn)	6	-5	/	1.2	2.9	0.7	1.5	0.9	10	0.0	16
Cc1nn(CC(=O)NCc2cccnc2)c(=O)c2ccccc12	0	51*	10	1	-0.9	0.1	1	1	1	-0.6	-23
CCCNC(=O)c1ccc(Cn2c(=S)[nH]c3c([nH]c4ccc(OC)cc43)c2=O)cc1	-14	-4	0	1	0.8	2.1	1.1	1	-5	-0.1	5
CCSc1nc(N)nc(-c2cccs2)c1C#N	-17	13	/	0.9	1.8	-1.6	0.9	0.9	7	0.5	-6
CC(C)OC(=O)NCCOC(=O)Nc1ccc(Cl)cc1	6	-8	-15	0.9	-0.1	-1.0	0.8	0.8	24	-0.4	-13
CC(C)n1c(NCc2c[nH]c3ccccc23)nc2ccccc21	5	42	5	0.7	2.5	-0.3	0.7	0.9	14	-0.4	21
COc1cc(S(=O)(=O)N2CCN(c3ccccc3F)CC2)ccc1Cl	-12	-7	-4	0.8	1.1	3.7	0.9	0.7	30	-0.3	-4
COc1cc(-c2nc(S(=O)(=O)c3ccccc3)c(N3CCOCC3)o2)cc(OC)c1OC	-9	3	/	1	0.7	0.0	1	0.8	18	0.0	-1
Fc1cccc(Cc2noc(CN3CCCN(C4Cc5ccccc5C4)CC3)n2)c1	16	88*	2	/	-0.5	-0.9	/	/	/	-0.1	13
COc1ccccc1NC(=O)c1sc2ncn(Cc3ccccc3C)c(=O)c2c1C	-9	8	/	1	1.3	4.2	1	0.9	6	-0.2	5
COCCn1c(SCCOc2ccccc2)nc2ccccc2c1=O	10	-4	-5	0.9	0.5	1.3	0.9	0.9	10	-0.3	7
O=C(Nc1ccc(Br)cc1)C1CCCN(S(=O)(=O)c2cccnc2)C1 (stereo not drawn)	4	16	-21	1	5.6	2.6	1	0.9	8	-0.1	7
CN(C)S(=O)(=O)c1ccc(C(=O)Nc2nnc(-c3ccc4c(c3)CCCC4)o2)cc1	-22	98*	/	1.1	-0.7	1.5	1.2	1	0	-0.1	-2
CC(=O)c1c(C)[nH]c(C(=O)CSc2nnc(-c3ccccc3)o2)c1C	0	-6	/	1	0.3	1.6	1	0.9	5	-0.2	2
CCOC(=O)c1ccc2nc(CCC(=O)N[C@H](C(=O)OC)C(C)C)c(=O)n(CC)c2c1	0	6	-3	1	-1.0	0.5	1	1	-2	0.1	1
CC(=O)Nc1ccc(C(=O)OCC(=O)NCc2ccccc2)cc1	-1	0	-5	1	-0.7	1.6	1	1	4	-0.1	18
CCCN1C2CCCC1CC(NC(=O)c1ccccc1F)C2 (stereo not drawn)	4	4	-10	0.8	1.4	0.0	0.8	0.8	21	0.0	-6
CCOc1ccc(NC(=O)N[C@@H](CCSC)C(=O)OC)cc1	-8	-2	/	1	0.4	-0.6	1	0.9	7	-0.2	0
Cc1ccccc1CNC(=O)Cc1ccccc1[N+](=O)[O-]	-1	-6	3	1	0.0	2.0	1.1	0.9	8	-0.3	-10
O=C(CSc1ncc(-c2ccccc2)[nH]1)Nc1ccccc1	2	13	/	0.8	0.1	0.3	1.2	1	0	-0.2	13
CCOC(=O)c1c(NC(=O)CN2CCOCC2)sc(C(=O)NC)c1C	3	5	/	1.1	0.1	-0.2	1.1	1	-3	-0.2	0
O=C(CN1C(=O)c2cccc3cccc(c23)C1=O)N1CCCCC1	0	90*	2	1	-0.4	1.7	1	0.9	10	-0.5	-8
COc1ccc2c(C#N)c3ccccn3c2c1	39	9	14	0.6	-0.6	4.7	0.3	0.6	37	-0.3	24
Cc1ccc(NC(=O)c2cc(NC(=O)c3ccccc3C(=O)O)ccc2N2CCCCC2)cc1	20	-3	-20	1	0.3	1.1	0.9	0.9	13	-0.4	-4
Cc1c(C(=O)c2ccccc2)c(=O)n(C)c(=O)n1C	4	-5	10	1.1	-0.8	-0.1	1.1	1	3	0.1	-9
O=C(NCC1CCCO1)c1cc2c(s1)CCC2 (stereo not drawn)	-3	-3	-12	1	0.2	0.1	0.9	1	4	-0.2	-13
O=S(=O)(Nc1nc2ccccc2nc1N1CCN(c2ccccn2)CC1)c1ccc(Cl)cc1	5	66*	-18	0.8	0.9	0.0	1	0.7	34	-0.4	2
COc1ccc(NC(=O)CSc2nnc(C(C)C)n2N)cc1	13	0	7	0.8	-0.5	2.2	0.9	0.8	22	-0.2	-9
Cc1cc(S(=O)(=O)NCc2ccc(S(N)(=O)=O)cc2)c(C)s1	1	-5	31	1	1.0	0.0	1	0.9	9	0.1	2
Cn1cccc1/C=N/NC(=O)c1cccnc1	2	-5	/	1.1	1.0	1.9	1	1	-3	-0.2	2
CCn1c(-c2ccccc2)csc1=Nc1ccc(O)cc1	-2	8	16	1.1	-1.1	-1.3	1	0.9	7	0.2	-16
COC(=O)c1ccc2c(=O)n(NC(C)=O)c(=S)[nH]c2c1	-2	-6	-20	0.9	0.3	0.7	1	0.6	37	0.1	-14
C=CCn1cnc2scc(-c3ccc(C)c(C)c3)c2c1=O	7	-2	0	1	-0.5	-0.4	1	0.8	15	-0.1	-1
c1ccc(-c2cn(-c3ccccc3)c3ncnc(N4CCCCC4)c23)cc1	2	29	-8	0.9	-1.6	0.2	0.9	0.8	17	-0.3	-8
Cc1cc(C)nc(SCc2nc(N)nc(-c3ccccc3O)n2)n1	3	16	43	1	-1.7	2.2	1	1.1	-7	-0.5	5
O=[N+]([O-])c1c(NCCO)cc(N2CCN(Cc3ccc4c(c3)OCO4)CC2)c2nonc12	-17	-1	-2	0.4	0.2	1.4	0.5	0.5	49	-0.3	3
Nc1cccc2c1C(=O)N(CC(=O)NC13CC4CC(CC(C4)C1)C3)C2=O	4	-8	13	0.9	-1.6	4.3	0.9	0.9	6	-0.2	31*
O=C(O)CSc1c(-c2ccccc2)c2cc(Cl)ccc2[nH]c1=O	0	-6	-58	0.9	0.0	7.7	1	1	4	-0.3	-1

A different layout for 2 compounds above:
molecule: O=S(=O)(Nc1nc2ccccc2nc1N1CCN(c2ccccn2)CC1)c1ccc(Cl)cc1
- G6PDH CS: 5
- Lmaj promast: 66*
- S1P3 antagonist: -18
- PMI activator: 0.8
- Redox H2O2 prof: 0.9
- RAM network inh: 0.0
- PMI act satM6P: 1
- Diaph act CS: 0.7
- Diaph inh CS: 34
- Hsp70 act: -0.4
- TLR4-MyD88 BLA: 2

molecule: COc1cc(-c2nc(S(=O)(=O)c3ccccc3)c(N3CCOCC3)o2)cc(OC)c1OC
- G6PDH CS: -9
- Lmaj promast: 3
- S1P3 antagonist: /
- PMI activator: 1
- Redox H2O2 prof: 0.7
- RAM network inh: 0.0
- PMI act satM6P: 1
- Diaph act CS: 0.8
- Diaph inh CS: 18
- Hsp70 act: 0.0
- TLR4-MyD88 BLA: -1
